PRMT1 FP inh – inhibitors of human PRMT1 | Q99873 | recombinant PRMT1, activity-based probe fluorescence polarization | inhibition, % at 2.79 µM | actives 1.3% (n = 370,000);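 active = inhibition above about 21% made by adding two undisclosed values, limit read from the data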
Target sequence (Q99873 whole entry, looked up): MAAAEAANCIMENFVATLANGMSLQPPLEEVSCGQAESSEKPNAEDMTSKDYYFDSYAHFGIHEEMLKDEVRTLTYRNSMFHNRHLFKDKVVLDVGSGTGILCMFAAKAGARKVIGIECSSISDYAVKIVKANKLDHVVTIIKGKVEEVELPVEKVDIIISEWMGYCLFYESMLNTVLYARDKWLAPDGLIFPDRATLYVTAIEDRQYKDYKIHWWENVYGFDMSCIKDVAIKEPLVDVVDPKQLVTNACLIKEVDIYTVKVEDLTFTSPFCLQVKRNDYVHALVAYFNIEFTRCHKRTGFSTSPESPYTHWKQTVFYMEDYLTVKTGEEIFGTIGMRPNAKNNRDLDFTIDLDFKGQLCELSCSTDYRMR
GC-A act – GC-A (human) enzyme activation. activation, % at 10 µM. AID 1671463. HEK293 GC-A cells, cGMP TR-FRET, EC30 ANP; 0% at EC30 ANP, 100% saturating ANP. actives 0.14% (n = 370,000); in the data active = activation above about 40%
HTRA1 inhibitor – blocks human HTRA1 serine peptidase; Q92743; actives 0.5% (n = 340,000); inhibition, % at 5.96 µM; recombinant HTRA1, FP-rhodamine activity-based probe, fluorescence polarization; in the data active = inhibition above about 36%;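 also: 0% = enzyme with DMSO and 100% = wells lacking enzyme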
rCAG binder – r(CAG) repeat RNA binding; TO-PRO-1 dye displacement fluorescence; inhibition, % at 3 µM; actives 1.3% (n = 370,000); AID 651821;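 active = inhibition above the plate cutoff, the mean of all test compounds on that plate plus 3 SD, cut at about 35% in these data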;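 also: 0% = DMSO alone and 100% = 100 µM mitoxantrone as full dye displacement; higher means more dye released from RNA so lower well fluorescence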
ABHD4 inh – inhibits mouse alpha/beta hydrolase domain 4; inhibition, % at 8.92 µM; purified mABHD4, FP-Rh probe fluorescence polarization; actives 0.54% (n = 370,000); Q8VD66;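 active = inhibition exceeding the mean over every tested compound plus 3 SD, cut at about 30% in these data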;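 also: 0% = plate median of compound wells and 100% = S159A mutant with DMSO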
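Assay system: wild-type mouse ABHD4 protein; compound: single nominal dose of 8.92 µM, 0.89% DMSO final; schedule: 45 min + 60 min at 25 °C; measured by: FP readout, ex 525 nm / em 598 nm; evaluation: % inhibition of FP-Rh probe binding versus controls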
GC-B act – GC-B (human) receptor activation. P20594. HEK293-GC-B cells, CNP EC30, cGMP TR-FRET; 0% at EC30 CNP, 100% saturating CNP. activation, % at 10 µM. actives 0.11% (n = 370,000). AID 1920062;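 active = activation at 10 µM reaching about 35% in either raw or pattern-adjusted values, limit read from the data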
MBD2 DNA inh – MBD2-methylated oligo binding inhibition | Q9UBB5 | TR-FRET, MBD2 binding to methylated oligonucleotide | inhibition, % at 4.4 µM | actives 0.31% (n = 370,000); in the data active = inhibition above about 13%
SIAE inh – inhibitors of human sialic acid acetylesterase SIAE | Q9HAT2 | SIAE FP-Rh probe binding, fluorescence polarization | inhibition, % at 9.66 µM | actives 0.69% (n = 370,000);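 active = inhibition above a cutoff: mean of compounds within the control limits plus 3 SD of those, cut at about 17% in these data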;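 also: 0% = plate median of compound wells and 100% = probe without SIAE protein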
Target sequence (Q9HAT2 whole entry, looked up): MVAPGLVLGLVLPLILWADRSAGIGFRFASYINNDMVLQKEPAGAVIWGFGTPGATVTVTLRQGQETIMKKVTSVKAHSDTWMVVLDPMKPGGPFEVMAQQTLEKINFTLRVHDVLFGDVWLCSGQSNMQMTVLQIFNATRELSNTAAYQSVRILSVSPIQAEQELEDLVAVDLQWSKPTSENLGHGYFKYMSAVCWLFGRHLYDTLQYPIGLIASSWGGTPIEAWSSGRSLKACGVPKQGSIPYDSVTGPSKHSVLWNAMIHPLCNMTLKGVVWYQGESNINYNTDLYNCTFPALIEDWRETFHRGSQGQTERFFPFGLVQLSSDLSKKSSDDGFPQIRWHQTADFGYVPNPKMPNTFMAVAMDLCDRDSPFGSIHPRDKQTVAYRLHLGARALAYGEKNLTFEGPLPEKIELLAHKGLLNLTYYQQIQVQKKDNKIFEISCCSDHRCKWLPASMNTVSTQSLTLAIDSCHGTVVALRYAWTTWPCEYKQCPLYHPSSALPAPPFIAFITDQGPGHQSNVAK
TCR-CD3 inh – inhibitors of human TCR-CD3 interaction; TAMRA-labeled TCR probe fluorescence, biochemical; inhibition, % at 9.4 µM; actives 0.37% (n = 360,000); AID 651800; in the data active = inhibition above about 19%;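 also: recombinant mutant TCR 2C K166C tagged with TAMRA read by polarization; 0% = receptor in buffer alone and 100% = receptor with positive control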
UHRF1 binding – UHRF1 methyl-DNA binding inhibition; Q96T88; UHRF1 binding to methylated oligo, TR-FRET; inhibition, % at 4.4 µM; actives 0.75% (n = 370,000); AID 687016; in the data active = inhibition above about 21%;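 also: UHRF1 SRA domain binding a hemimethylated CpG hairpin DNA probe; 0% = median of test compound wells and 100% = reference inhibitor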
Starred values were filed as active, the others as inactive; . = no result given. Not all compounds are listed; rates above refer to the full screens.

SMILES	PRMT1 FP inh	GC-A act	HTRA1 inhibitor	rCAG binder	ABHD4 inh	GC-B act	MBD2 DNA inh	SIAE inh	TCR-CD3 inh	UHRF1 binding
COc1ccc(OC)c(NC(=O)CCCN2C(=S)NC(C)(C)CC2C)c1 (stereo not given)	0.4	-4.2	4.1	-3.8	6.2	-2.5	-4.9	1.2	-9.8	-1.5
CC(C)C1(C(C)C)OC(=O)c2ccccc21	-3.0	0.5	-0.8	1.9	-0.2	-2.5	-3.1	3.2	3.8	0.8
COc1cnn(-c2ccc(C)cc2)c(=O)c1Br	0.5	-0.6	3.1	0.2	1.1	-4.6	-2.1	0.5	9.9	-0.6
COCc1cc(=O)[nH]c(/N=C(\N)Nc2ccc(Oc3ccccc3)cc2)n1	-0.9	6.0	7.0	-0.9	-1.5	-4.0	0.3	3.9	1.2	-0.2
COC(=O)c1ccc(NC(=O)CCN2C(=O)C3CC=CCC3C2=O)cc1 (stereo not given)	-4.2	-0.7	2.6	-0.7	4.7	1.1	-4.4	-1.6	1.2	-0.9
COc1ccc(-c2[nH]c(-c3ccccc3)nc2SCC(=O)NCc2ccco2)cc1OC	-0.2	-3.2	-3.8	7.0	1.6	-6.5	-2.8	6.1	-5.3	-1.1
Cc1ccc(N(O)C(C)(C)C)cc1	3.9	2.6	2.0	1.1	7.8	-0.3	1.8	9.8	-2.1	0.6
CC(C)(C)c1ccc(C(=O)NC(=O)COC(=O)c2ccco2)cc1	1.6	6.6	1.2	-4.7	-1.4	2.0	5.0	1.8	3.0	0.4
Cc1cccc(C)c1NC(=O)CSC(=O)c1sc2ccccc2c1Cl	6.0	1.0	3.2	0.9	1.3	0.7	-3.1	-8.1	3.3	-0.6
Cc1cc(NC(=O)CSc2nnc(C(F)(F)F)n2C)no1	2.9	2.7	10.6	3.8	-0.2	1.7	1.3	-1.4	-0.7	-0.3
CC(NC(=O)[C@H](C)N1C(=O)N2CCc3c([nH]c4ccccc34)[C@@]2(C)C1=O)c1ccccc1 (stereo not given in full)	-1.8	-6.4	-10.5	-5.3	-6.3	-10.5	2.3	4.1	8.2	-3.4
CS(=O)(=O)N1Cc2ccccc2CC1C(=O)OCC(=O)Nc1ccc2ccccc2c1 (stereo not given)	1.5	1.8	-28.3	15.6	-18.0	-7.3	-0.3	-22.9	5.0	0.9
O=C1CSC(c2cccc(F)c2)N1c1ccc(O)cc1 (stereo not given)	-3.0	9.4	9.5	-2.0	3.4	2.7	-0.5	0.5	1.9	0.7
O=C(Nc1sc2c(c1C(=O)O)CCC2)c1ccco1	-1.6	-3.4	-2.1	5.2	3.3	-6.8	-0.4	-4.8	0.5	0.2
COc1ccc(C(C(=O)NC2CCCC2)N(C(=O)c2snc(-c3ccc(F)cc3)c2N)c2ccc(OC)cc2)cc1 (stereo not given)	-0.7	-2.3	-6.5	9.0	2.6	-1.6	0.5	1.5	6.9	0.9
CC(C)CCN1CCN(Cc2cnc(N3CCCC3)s2)CC1CCO (stereo not given)	-2.8	-1.6	4.0	-9.8	1.2	-1.4	-1.5	1.9	2.1	10.6
CCCn1c(SCC(=O)Nc2nonc2C)nnc1-c1ccoc1C	1.3	0.8	-8.9	0.8	3.1	-3.0	-3.1	1.6	2.4	-1.4
CC1=N/C(=C/c2cc(Br)cc(Br)c2O)C(=O)O1	-2.8	-3.0	0.5	2.4	3.2	-0.1	-2.7	2.6	-1.4	-1.5
CCOCCc1nnc(NC(=O)CN2C(=O)c3ccccc3C2=O)s1	-0.4	0.5	-3.9	0.4	-1.7	2.9	3.1	-5.6	2.6	-1.0
COc1ccc(C(=O)CC(C(=O)O)c2ccc3c(c2)OCO3)cc1OC (stereo not given)	-3.1	4.2	-0.5	3.7	3.6	3.1	-3.4	1.0	-6.1	1.3
CCOC(=O)[C@]12CCCC=C1N(CCc1ccc(OC)c(OC)c1)C(=O)[C@H](CC(=O)N1CCCCC1)C2	3.1	0.6	.	-3.5	3.3	9.5	4.0	-1.2	-3.7	0.1
Cc1ccc(S(=O)(=O)N/N=C\c2ccccc2OCc2ccccc2)cc1	-1.1	0.1	-31.5	10.8	-42.1	2.8	-9.0	-20.5	2.4	-3.6
Cc1nn(CC(=O)Nc2ccccc2)c(=O)c2ccccc12	1.8	-0.5	2.5	1.1	-6.1	1.1	3.7	-5.6	3.7	-0.6
COC(=O)[C@H](Cc1c[nH]c2ccccc12)NC(=O)CCCc1c[nH]c2ccccc12	-1.6	-7.8	-5.2	2.0	-2.7	-0.5	-2.7	0.7	5.0	-0.6

The last 3 entries of the section above lead into the next.
SMILES	PRMT1 FP inh	GC-A act	HTRA1 inhibitor	rCAG binder	ABHD4 inh	GC-B act	MBD2 DNA inh	SIAE inh	TCR-CD3 inh	UHRF1 binding
Cc1ccc(S(=O)(=O)N/N=C\c2ccccc2OCc2ccccc2)cc1	-1.1	0.1	-31.5	10.8	-42.1	2.8	-9.0	-20.5	2.4	-3.6
Cc1nn(CC(=O)Nc2ccccc2)c(=O)c2ccccc12	1.8	-0.5	2.5	1.1	-6.1	1.1	3.7	-5.6	3.7	-0.6
COC(=O)[C@H](Cc1c[nH]c2ccccc12)NC(=O)CCCc1c[nH]c2ccccc12	-1.6	-7.8	-5.2	2.0	-2.7	-0.5	-2.7	0.7	5.0	-0.6
C=CCN1C(=O)C(=Cc2ccc3c(c2)CCC3)SC1=S	-1.4	-4.8	-8.2	2.6	-10.3	0.2	-1.0	-1.7	-10.1	0.3
COc1ccc(NS(=O)(=O)c2cccc(NC(=O)NC3CCCCC3)c2)cc1	-0.1	-1.6	-38.0	8.4	-19.2	-5.9	1.2	-28.6	0.3	-1.2
COC(=O)c1ccc(Cl)c(NC(=O)CSc2nnc(-c3ccncc3)o2)c1	-1.7	0.2	2.0	0.7	6.2	-0.6	0.7	-3.9	4.3	-2.5
O=C(COC(=O)/C=C/c1ccc(F)cc1)NC(=O)NCc1ccccc1	-3.4	0.7	1.9	0.6	1.5	-1.5	-1.2	4.0	-5.0	1.5
Cc1cc(N/N=C2\CC(C)CC(C)(C)C2)nc2ccccc12 (stereo not given)	3.4	3.3	-3.6	1.5	0.7	-0.3	-3.4	-4.1	-2.3	-0.6
CCCc1cc(C(=O)Nc2cccc([N+](=O)[O-])c2)cs1	0.9	-2.9	-21.4	7.6	-7.0	-4.5	4.7	-7.7	3.2	0.5
Cc1ccccc1NC(=O)/C(C#N)=C/c1ccc(-c2ccc(Cl)c(C(=O)O)c2)o1	4.0	-2.4	-6.5	14.3	-2.2	-0.3	6.0	-2.2	0.4	0.2
CCCN1C2CCCC1CC(NC(=O)c1cccc(Cl)c1)C2 (stereo not given)	-3.5	-3.4	0.3	-1.3	1.6	4.7	-2.4	-3.3	1.6	-1.2
CN(C)c1ccc(/C=C2\CCCc3c2nc2ccccc2c3C(=O)O)cc1	1.7	6.5	1.7	13.2	10.2	4.4	-13.8	11.8	0.4	-8.2
N#CCC(=O)N/N=C/c1ccccc1Cl	-2.8	1.8	3.7	3.8	6.1	-0.3	-4.1	7.3	-3.5	-2.5
COC(=O)c1ccsc1NC(=O)C1=COCCO1	3.1	3.1	-3.9	1.8	-3.3	1.8	-1.8	-10.3	-0.9	-3.0
O=C(CSc1nc2ccccc2s1)N1c2ccccc2Sc2ccc(Cl)cc21	-0.3	-15.1	-27.3	9.5	-17.1	-5.8	-0.6	-2.7	6.3	-6.5
Cc1ccc(Cn2ncc3c(N4CCN(CCc5ccccc5)CC4)ncnc32)cc1	1.6	-0.8	.	-3.5	-2.5	1.7	8.9	0.4	-4.2	-0.4
COc1ccc([C@H]2CC(=O)C=C(c3cccc(CO)c3)C2)cc1OC	-2.0	-2.3	6.5	1.2	0.0	2.8	2.7	0.2	-3.8	-0.2
Cc1cc2n(n1)C(c1cccs1)Nc1ccccc1-2 (stereo not given)	0.7	-10.5	-7.4	10.7	-11.4	-2.8	-0.5	-1.1	0.6	4.0
COc1ccc(/C=C2/SC(=O)NC2=O)cc1	-1.5	2.9	-0.5	2.5	-7.3	-8.7	-6.5	-4.8	9.4	4.8
CC(OC(=O)c1cc(S(=O)(=O)N(C)C)ccc1N1CCCC1)C(=O)NCc1ccccc1 (stereo not given)	-0.9	1.1	-2.7	-3.9	-2.6	-1.1	-1.9	-0.1	3.0	-2.1
Cc1csc(SCC(=O)NC(C)c2ccccc2)n1 (stereo not given)	6.8	5.2	4.3	-4.2	-3.1	1.9	-1.2	4.6	-9.2	2.8
CCC1(CC)NC(=O)N(CC(=O)Nc2ccc(OCc3ccccc3)cc2)C1=O	-0.6	6.6	-4.9	2.4	-3.8	3.0	1.9	-1.1	-1.0	0.9
COC(=O)[C@@]12CCCCC=C1N(CCc1ccc(Cl)cc1)C(=O)[C@H]2CC(=O)NCCCCc1ccccc1	1.0	-3.0	.	12.9	-12.7	6.0	7.7	-16.8	.	1.0
CCOc1ccc(CCNc2nc3ccccc3n3cnnc23)cc1OCC	-2.9	4.4	-13.0	1.2	-0.8	-3.0	0.8	7.8	12.5	-5.0
Cc1ccc(S(=O)(=O)Nc2ccc3c(c2)CC(=O)N([C@H](C)CO)C[C@@H](C)[C@H](CN(C)S(=O)(=O)c2ccccc2)O3)cc1	-1.1	1.3	0.9	6.5	1.4	1.4	3.5	3.0	3.2	-4.4
CC(C(=O)NCCC1=CCCCC1)c1ccc([N+](=O)[O-])cc1 (stereo not given)	-4.4	-2.1	-5.6	-5.1	-2.4	-2.1	-5.1	-4.1	4.8	-3.5
CN1CCc2nc(SCC(=O)Nc3ccc(Cl)cc3)c(C#N)cc2C1	14.4	-12.3	-8.7	11.1	-6.8	-10.7	1.1	-2.3	-1.7	0.0
C=CCOc1ccc(/C=N/NC(=O)c2c(C)nc3ccc(Cl)cn23)cc1	-0.8	-2.1	1.5	1.2	15.1	-4.7	-3.6	6.5	4.1	-1.8
CN(C(=O)c1cccnc1)c1nc(-c2ccccc2)cs1	-3.6	9.6	-3.1	-1.5	0.0	0.7	-3.6	2.9	8.7	-0.6
CN(C)S(=O)(=O)c1cccc(NC(=S)Nc2cccc3cnccc23)c1	16.2	-1.1	7.3	11.7	20.1	3.1	-3.2	5.7	5.9	2.2
Brc1ccc(COCCc2cn(Cc3ccccc3)c3ccccc23)cc1	4.2	-3.1	.	3.7	-23.0	-5.4	13.0	-3.2	-0.9	4.7
C=CCn1c(CCc2ccccc2)nnc1SCC(N)=O	-0.2	-3.1	3.3	-3.6	1.1	1.8	1.7	7.3	-3.1	0.4
CCCn1cnc2cc(NCc3cccc(OC)c3)ccc21	0.9	2.0	-3.4	-4.5	16.8	3.6	-4.0	2.2	5.8	-3.9
O=C(CCCNC(=O)/C(=C/c1ccccc1F)NC(=O)c1ccccc1)OCc1ccccc1	-4.5	-5.4	-8.7	-4.7	5.3	-4.7	4.5	1.3	4.7	-3.4
CC(C)C[C@@H]1O[C@H](CCc2ccccc2)CC2=C1C(=O)OC(C)(C)O2	-0.6	-3.1	.	-0.2	8.2	-4.0	0.3	5.1	-6.3	0.1
Cc1ccc(CN2CCN(C(=O)C3CCCO3)CC2)cc1 (stereo not given)	-2.0	-4.8	-1.5	2.5	-1.7	2.4	-3.8	9.2	5.2	0.1
